Source: PubChem (The Scripps Research Institute Molecular Screening Center)
TAAR1 agonist: agonists of human TAAR1; CHO RD-HGA16 TAAR1, Fluo-8 calcium fluorescence; vehicle wells 0%, saturating PEA agonist 100%; activation, % at 3 µM; hit rate 0.99% among 360,000;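 active means activation above the mean activation of all test compounds in the run plus 3 SD, cut at about 38% in these data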
Target sequence (Q96RJ0 whole entry, looked up): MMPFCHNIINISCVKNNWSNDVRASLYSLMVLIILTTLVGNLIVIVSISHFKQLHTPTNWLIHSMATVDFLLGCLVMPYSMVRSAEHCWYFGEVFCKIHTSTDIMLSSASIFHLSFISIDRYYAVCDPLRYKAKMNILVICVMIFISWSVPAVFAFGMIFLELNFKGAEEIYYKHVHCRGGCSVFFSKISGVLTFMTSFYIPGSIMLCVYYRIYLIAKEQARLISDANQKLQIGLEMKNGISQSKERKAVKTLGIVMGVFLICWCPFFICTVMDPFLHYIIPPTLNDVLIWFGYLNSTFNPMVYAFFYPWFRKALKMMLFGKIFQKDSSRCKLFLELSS
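System: CHO-derived RD-HGA16 cells with stable Gα16 and human TAAR1 / Times: 17-24 h plating, Fluo-8 75 min 37 °C, 30 min RT / Technique: calcium-sensitive Fluo-8 signal, excitation 470-495, emission 515-575 nm / Measure: % activation relative to PEA EC100 response / Benchmarks: DMSO and PEA EC100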
TAAR1 antag: human TAAR1 antagonism. hit rate 1.5% among 360,000. Q96RJ0. inhibition, % at 3 µM. CHO RD-HGA16 TAAR1, Fluo-8 calcium fluorescence, antagonist. AID 624466;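 active means inhibition above a per-plate cutoff, the mean inhibition of test compounds on that plate plus 3 SD, cut at about 49% in these data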;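 further: 0% = DMSO plus EC80 beta-PEA response and 100% = DMSO alone without agonist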
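Test system – hTAAR1-expressing CHO RD-HGA16 cells, Gα16-coupled · Also added – β-PEA at EC80 concentration, post-compound challenge · Compound – 3 µM, single point · Incubation – dye loading 75 min at 37 °C, then 30 min room temperature · Measured by – Fluo-8 intracellular calcium dye fluorescence, real-time kinetic reads · Benchmarks – vehicle and agonist controls · Replicates – singlicate, one well per test compound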
CHO-K1 Ca ag: counter-screen for M1 agonists: effect in parental CHO-K1 cells; Fluo-8 calcium fluorescence; scaled to maximal ATP response, vehicle zero; activation, % at 3 µM; AID 602248; hit rate 0.48% among 360,000; in the data active means activation above about 15%;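 further: untransfected CHO-K1 host cells lacking M1 receptor as counterscreen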
CHRM1 agonist: activates human CHRM1 receptor; P11229; CHO-K1 hM1, Fluo-8 calcium fluorescence, agonist mode; 0% DMSO, 100% acetylcholine EC100; activation, % at 3 µM; hit rate 0.33% among 360,000; AID 588814;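 active means activation above the run's mean compound activation plus 3 SD, cut at about 16% in these data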;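 further: peak over basal fluorescence ratio within a 140 s kinetic read after compound addition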
Target sequence (P11229 whole entry, looked up): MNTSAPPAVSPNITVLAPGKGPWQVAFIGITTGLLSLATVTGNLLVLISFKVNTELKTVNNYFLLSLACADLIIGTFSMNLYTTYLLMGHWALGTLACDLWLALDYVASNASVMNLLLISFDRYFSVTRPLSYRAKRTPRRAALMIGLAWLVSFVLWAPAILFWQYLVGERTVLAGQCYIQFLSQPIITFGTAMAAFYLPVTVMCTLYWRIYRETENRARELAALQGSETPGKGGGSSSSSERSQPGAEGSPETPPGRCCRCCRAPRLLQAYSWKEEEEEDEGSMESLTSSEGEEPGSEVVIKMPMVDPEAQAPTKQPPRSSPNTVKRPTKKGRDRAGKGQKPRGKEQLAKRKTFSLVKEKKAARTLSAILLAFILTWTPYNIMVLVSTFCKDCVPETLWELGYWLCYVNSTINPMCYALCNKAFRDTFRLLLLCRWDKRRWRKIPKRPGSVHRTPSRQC
M1 PAM parental: counter-screen for M1 PAMs: effect in parental CHO-K1 cells; ATP EC20, Fluo-8 calcium fluorescence; 0% at ATP EC20, 100% at ATP max; activation, % at 3 µM; hit rate 0.02% among 360,000; AID 602247;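 active means activation above the run cutoff, the mean activation of all test compounds plus 3 SD, cut at about 40% in these data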;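 further: peak over basal fluorescence ratio in a 140 s read after ATP addition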
CHO-K1 Ca antag: nonselective inhibitor or artifact in parental CHO-K1 cells; ATP-induced calcium, Fluo-8 fluorescence; inhibition, % at 3 µM; hit rate 0.6% among 360,000; AID 602250;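 active means inhibition above a per-plate cutoff, the plate's mean sample inhibition plus 3 SD, cut at about 24% in these data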;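 further: 0% = DMSO plus EC80 ATP and 100% = DMSO alone without ATP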
CHO parental Ca: counter-screen for OX1R antagonists: effect in parental CHO cells; parental CHO-K1, ATP-induced calcium, Fluo-8 fluorescence; inhibition, % at 5.6 µM; hit rate 0.63% among 330,000;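 active means inhibition above that plate's mean sample inhibition plus 3 SD, cut at about 26% in these data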;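 further: 0% = ATP-challenged DMSO wells and 100% = DMSO wells without ATP; some compounds past the cut are filed as inactive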
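Material – parental CHO cells · Reagent – ATP stimulus · Compound – single nominal dose of 5.6 µM per compound · Detection – Fluo-8 fluorescence · Read-out basis – percent inhibition of calcium signal · Controls – ATP-challenged DMSO wells low, unchallenged DMSO wells high · Repeats – no replicates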
M1 antag: blocks human M1 muscarinic receptor | inhibition, % at 3 µM | CHO-K1 hM1, Fluo-8 calcium fluorescence, ACh EC80 antagonist | hit rate 1.3% among 360,000 | P11229 | AID 588852;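 active means percent inhibition above its own plate's cutoff, namely the mean of that plate's compound wells plus 3 SD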;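 further: peak over basal fluorescence ratio during 140 s after agonist addition; 0% = ACh EC80 plus DMSO and 100% = DMSO alone without agonist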
CHRM1 PAM: potentiates human M1 receptor response to acetylcholine. P11229. CHO-K1 hM1, Fluo-8 calcium fluorescence, ACh EC20; 0% = ACh EC20, 100% = maximal ACh. activation, % at 3 µM. hit rate 0.088% among 360,000. AID 588819; in the data active means activation above about 19%, passing the limit was not always enough
An asterisk follows results filed as active.

Screening CCOC(=O)c1sc2nc(C3CC3)cc(-c3ccc(F)cc3)c2c1N returned TAAR1 agonist 21, TAAR1 antag 0, CHO-K1 Ca ag 0.0, CHRM1 agonist -3, M1 PAM parental -4, CHO-K1 Ca antag 3, CHO parental Ca 2, M1 antag 0 and CHRM1 PAM 5.
`O=C(Cc1c(C(=O)O)[nH]c2ccc(Cl)cc12)Nc1ccc2c(c1)OCCO2` gave TAAR1 agonist 4, TAAR1 antag -6, CHO-K1 Ca ag 0.4, CHRM1 agonist -4, M1 PAM parental 16, CHO-K1 Ca antag -13, CHO parental Ca -1, M1 antag -11 and CHRM1 PAM 5.
For CCc1nnc(NC(=O)c2cccc(S(=O)(=O)N3CCCCC3)c2)s1 the results were TAAR1 agonist 0, TAAR1 antag -11, CHO-K1 Ca ag 0.5, CHRM1 agonist 0, M1 PAM parental 17, CHO-K1 Ca antag -13, CHO parental Ca 2, M1 antag -9 and CHRM1 PAM 9.
For C[C@H]1COC(=O)[C@@H](Cc2ccc(F)cc2)C/C=C\C[C@H](CC(=O)NCCO)C(=O)N1 the results were TAAR1 agonist 2, TAAR1 antag 8, CHO-K1 Ca ag 0.0, CHRM1 agonist -2, M1 PAM parental -11, CHO-K1 Ca antag -7, CHO parental Ca 1, M1 antag 4 and CHRM1 PAM 1.
`O=C(COC(=O)Cc1ccccc1)NCc1ccc2c(c1)OCO2` gave TAAR1 agonist 2, TAAR1 antag -5, CHO-K1 Ca ag 0.0, CHRM1 agonist -2, M1 PAM parental 12, CHO-K1 Ca antag -11, CHO parental Ca -3, M1 antag -20 and CHRM1 PAM 10.
`CCOC(=O)c1cc(C(=O)NNC(=O)c2cccc([N+](=O)[O-])c2)c(C)nc1C` gave TAAR1 agonist 10, TAAR1 antag -27, CHO-K1 Ca ag 1.2, CHRM1 agonist 1, M1 PAM parental 1, CHO-K1 Ca antag -4, M1 antag -2 and CHRM1 PAM 7.
O=C(NC1CCCCCCC1)c1ccc(F)c(S(=O)(=O)N2CCOCC2)c1 was read as TAAR1 agonist 6, TAAR1 antag -5, CHO-K1 Ca ag 1.1, CHRM1 agonist -2, M1 PAM parental 8, CHO-K1 Ca antag -12, CHO parental Ca -19, M1 antag -2 and CHRM1 PAM 6.
`COc1ccc(CNC(=O)CCC2N=C3c4ccccc4N=C(SCC(=O)NCC4CCCO4)N3C2=O)cc1` (stereo not drawn) gave TAAR1 agonist 4, TAAR1 antag -12, CHO-K1 Ca ag 0.1, CHRM1 agonist -5, M1 PAM parental 19, CHO-K1 Ca antag -20, CHO parental Ca 0, M1 antag -16 and CHRM1 PAM 9.
`C#CCOCCOCCOCCNc1nc(N2CCN(C(=O)Cn3cc(CCCCN)nn3)CC2)nc(N2CCN(C(=O)Cn3cc(CCCCN)nn3)CC2)n1` gave TAAR1 agonist 2, TAAR1 antag -1, CHO-K1 Ca ag 0.3, CHRM1 agonist -9, M1 PAM parental -15, CHO-K1 Ca antag 8, CHO parental Ca 1, M1 antag 0 and CHRM1 PAM -1.
`COCCNC(=S)N1CCN(C/C=C/c2ccccc2)CC1` gave TAAR1 agonist 3, TAAR1 antag 3, CHO-K1 Ca ag 1.7, CHRM1 agonist -8, M1 PAM parental 11, CHO-K1 Ca antag -16, CHO parental Ca 13, M1 antag -4 and CHRM1 PAM 3.
For COc1ccc(Cc2nnc(NC(=O)Nc3ccc(F)cc3)s2)cc1 the results were TAAR1 agonist 3, TAAR1 antag -2, CHO-K1 Ca ag 0.7, CHRM1 agonist -2, M1 PAM parental 9, CHO-K1 Ca antag -8, CHO parental Ca -2, M1 antag -19 and CHRM1 PAM 13.
For O=C(CCS(=O)(=O)c1ccc(Br)cc1)N1CCN(c2ccccc2)CC1 the results were TAAR1 agonist 1, TAAR1 antag -3, CHO-K1 Ca ag 2.2, CHRM1 agonist -4, M1 PAM parental 16, CHO-K1 Ca antag -16, CHO parental Ca -3, M1 antag -3 and CHRM1 PAM 0.
`OC(CN1CCCCC1)Cn1c(C(F)(F)F)nc2ccccc21` (stereo not drawn) gave TAAR1 agonist 2, TAAR1 antag -7, CHO-K1 Ca ag 0.0, CHRM1 agonist -4, M1 PAM parental 14, CHO-K1 Ca antag -12, CHO parental Ca -19, M1 antag -14 and CHRM1 PAM 0.
`C#CCOc1ccccc1/C=N/NC(=O)c1ccccc1OCc1ccccc1` gave TAAR1 agonist 0, TAAR1 antag 56*, CHO-K1 Ca ag 2.3, CHRM1 agonist -5, M1 PAM parental 18, CHO-K1 Ca antag -14, CHO parental Ca -25, M1 antag 27 and CHRM1 PAM -15.
For CO/N=C/C(C#N)=C/c1ccc(OC)cc1 the results were TAAR1 agonist 1, TAAR1 antag -8, CHO-K1 Ca ag 0.0, CHRM1 agonist -8, M1 PAM parental -1, CHO-K1 Ca antag 2, CHO parental Ca 2, M1 antag -2 and CHRM1 PAM 8.
For CCN(CC)C(=O)c1ccc(COc2ccccc2Br)o1 the results were TAAR1 agonist 10, TAAR1 antag 26, CHO-K1 Ca ag 2.0, CHRM1 agonist -1, M1 PAM parental 16, CHO-K1 Ca antag -1, CHO parental Ca -14, M1 antag -4 and CHRM1 PAM 4.
Cc1ccc(N(Cc2ccccc2)C(=O)CSC(C)C(=O)Nc2cc(C)on2)cc1 (stereo not drawn) was read as TAAR1 agonist 1, TAAR1 antag -43, CHO-K1 Ca ag -0.6, CHRM1 agonist -8, M1 PAM parental -5, CHO-K1 Ca antag 3, M1 antag -13 and CHRM1 PAM 3.
For CC1(C(=O)Nc2cccc3c2CCCC3)CCN1C(=O)C1(c2ccccc2)CC1 (stereo not drawn) the results were TAAR1 agonist 5, TAAR1 antag 13, CHO-K1 Ca ag 0.9, CHRM1 agonist -5, M1 PAM parental 20, CHO-K1 Ca antag -12, M1 antag -1 and CHRM1 PAM -5.
Screening CCOC(=O)C1=C(O)CSC1=Nc1ccc(C)cc1 returned TAAR1 agonist -2, TAAR1 antag 3, CHO-K1 Ca ag -1.6, CHRM1 agonist -5, M1 PAM parental 6, CHO-K1 Ca antag -11, CHO parental Ca 0, M1 antag 8 and CHRM1 PAM 3.
For CCCCCc1c(-c2ccccc2OC)ncn1CCc1ccccc1OC the results were TAAR1 agonist 36, TAAR1 antag 51*, CHO-K1 Ca ag 11, M1 PAM parental 7 and CHO-K1 Ca antag 11.
Screening CCN(CC)CCCNc1oc(/C=C/c2ccccc2)nc1C#N returned TAAR1 agonist 14, TAAR1 antag -29, CHO-K1 Ca ag 0.3, CHRM1 agonist -8, M1 PAM parental -3, CHO-K1 Ca antag 0, CHO parental Ca -14, M1 antag -12 and CHRM1 PAM 8.
Cc1ccc(NC(=S)Nc2ccc3cn[nH]c3c2)cc1 was read as TAAR1 agonist 2, TAAR1 antag -13, CHO-K1 Ca ag 2.1, CHRM1 agonist -8, M1 PAM parental 10, CHO-K1 Ca antag -8, CHO parental Ca -2, M1 antag -9 and CHRM1 PAM -1.
Screening O=C(Nc1cccnc1)c1ccc(-c2ccccc2)cc1 returned TAAR1 agonist 1, TAAR1 antag 1, CHO-K1 Ca ag 4.7, CHRM1 agonist -3, M1 PAM parental 16, CHO-K1 Ca antag -6, CHO parental Ca -8, M1 antag 0 and CHRM1 PAM 1.
`Cc1ccc(C(=O)NC2CCc3ccccc3C2=O)cc1` (stereo not drawn) gave TAAR1 agonist 8, TAAR1 antag -12, CHO-K1 Ca ag 0.9, CHRM1 agonist -3, M1 PAM parental 17, CHO-K1 Ca antag -13, CHO parental Ca -2, M1 antag -20 and CHRM1 PAM 12.
`C/C(CC(=O)Nc1cccc(Cl)c1)=N\NC(=O)Cc1ccc(Cl)cc1` gave TAAR1 agonist -1, TAAR1 antag -8, CHO-K1 Ca ag 0.5, CHRM1 agonist -2, M1 PAM parental 12, CHO-K1 Ca antag 6, CHO parental Ca -8, M1 antag -2 and CHRM1 PAM 8.
Screening CCCCn1c(N)c(N(CC)C(=O)c2cc(OC)cc(OC)c2)c(=O)[nH]c1=O returned TAAR1 agonist 3, TAAR1 antag 3, CHO-K1 Ca ag 16*, CHRM1 agonist -6, M1 PAM parental 6, CHO-K1 Ca antag -3, CHO parental Ca -7, M1 antag 0 and CHRM1 PAM 4.
`O=C(CCn1c(=O)c2ccccc2n(Cc2ccccc2)c1=O)NC1CCN(Cc2ccccc2)CC1` gave TAAR1 agonist 1, TAAR1 antag -12, CHO-K1 Ca ag -0.4, CHRM1 agonist -6, M1 PAM parental -1, CHO-K1 Ca antag -12, CHO parental Ca -26, M1 antag 9 and CHRM1 PAM -3.
For CC(C)C(=O)Nc1csc(C(F)(F)F)c1-c1ccccc1 the results were TAAR1 agonist 12, TAAR1 antag -13, CHO-K1 Ca ag 0.1, CHRM1 agonist -6, M1 PAM parental 16, CHO-K1 Ca antag -13, CHO parental Ca -21, M1 antag -8 and CHRM1 PAM 1.
For O=S(=O)(NC1CCN(S(=O)(=O)c2c(F)cccc2F)C1)c1ccc2c(c1)OCCO2 (stereo not drawn) the results were TAAR1 agonist 14, TAAR1 antag 9, CHO-K1 Ca ag 7.8, CHRM1 agonist 1, M1 PAM parental -16, CHO-K1 Ca antag 2, CHO parental Ca -2, M1 antag 19 and CHRM1 PAM -14.
CCc1nnc(NC(=O)[C@@H](NC(=O)c2ccc(OC)cc2)C(C)C)s1 was read as TAAR1 agonist 2, TAAR1 antag -31, CHO-K1 Ca ag 0.9, CHRM1 agonist -4, M1 PAM parental 16, CHO-K1 Ca antag -23, CHO parental Ca -19, M1 antag -11 and CHRM1 PAM 2.
Screening COc1ccccc1NC(=O)/C(C#N)=C/c1cccnc1 returned TAAR1 agonist 1, TAAR1 antag -22, CHO-K1 Ca ag 1.2, CHRM1 agonist -1, M1 PAM parental 9, CHO-K1 Ca antag -14, CHO parental Ca -13, M1 antag -10 and CHRM1 PAM 4.
`O=C1C/C(=C\c2c(F)cccc2Cl)N2CCC1CC2` gave TAAR1 agonist 13, TAAR1 antag -7, CHO-K1 Ca ag 0.9, CHRM1 agonist -5, M1 PAM parental 19, CHO-K1 Ca antag -14, CHO parental Ca -1, M1 antag -2 and CHRM1 PAM 4.
For O=C(CCNS(=O)(=O)c1c(Cl)cccc1Cl)N1CCCC1 the results were TAAR1 agonist 1, TAAR1 antag -4, CHO-K1 Ca ag 0.1, CHRM1 agonist -1, M1 PAM parental 22, CHO-K1 Ca antag -22, CHO parental Ca -9, M1 antag -12 and CHRM1 PAM 22.

Taken from the listing, two compounds:
`O=C1C/C(=C\c2c(F)cccc2Cl)N2CCC1CC2` gave TAAR1 agonist 13, TAAR1 antag -7, CHO-K1 Ca ag 0.9, CHRM1 agonist -5, M1 PAM parental 19, CHO-K1 Ca antag -14, CHO parental Ca -1, M1 antag -2 and CHRM1 PAM 4.
For O=C(CCNS(=O)(=O)c1c(Cl)cccc1Cl)N1CCCC1 the results were TAAR1 agonist 1, TAAR1 antag -4, CHO-K1 Ca ag 0.1, CHRM1 agonist -1, M1 PAM parental 22, CHO-K1 Ca antag -22, CHO parental Ca -9, M1 antag -12 and CHRM1 PAM 22.
